S-ASM inh – blocks human secretory acid sphingomyelinase; P17405; Potency, µM (highest dose often 57.5 µM), inactives show at the highest dose activity change, negative = inhibition, actives largely listed as inhibitors; AID 504937; 0.006% of 340,000 active; placental ASM, HMU-PC fluorogenic substrate, 60 min; note: potency is the fitted concentration of half-maximal effect
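Human placenta-derived ASM enzyme was preincubated with compound for 10 minutes at room temperature, then given fluorogenic substrate HMU-PC0 (9 uM final) for 60 minutes at 37 °C; a pH 10 stop preceded fluorescence reading at Ex 386/Em 447 nm.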
a7 integrin act – activates integrin-mediated alleviation for muscular dystrophy; alpha7betagal myoblasts, beta-gal FDG fluorescence, 48 h; Potency, µM (series often up to 38.3 µM), for inactives: at the top dose activation, most hits filed as activators; 0.064% of 350,000 active; AID 624291;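 note: potency is the fitted concentration of half-maximal effect; 100% = response of the positive control SU9516; nearly all actives have a fitted effect of over 60% in size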
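Alpha7betagal+/- myoblasts (passage 13) were plated 16-24 hr, then exposed to compounds (1:260 dilution of DMSO stock) for 48 hours at 37C. After MPER lysis, β-galactosidase reporter activity was read as FDG fluorescence (ex 480/em 540) after 30 minutes.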
B2AR arrestin – recruits beta-arrestin to the human beta2-adrenergic receptor. P07550. beta-arrestin recruitment to beta2AR, cell-based reporter. Potency, µM (titrated, usually from 46.1 µM), without a hit: top-dose activation, actives largely listed as activators. 0.02% of 330,000 active. AID 492947;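 note: potency is the fitted concentration of half-maximal effect; 0% = DMSO controls and full agonism = EC100 isoproterenol or metaproterenol; nearly all actives have a fitted effect of over 65% in size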
Coupling enz – coupling enzyme interference in Giardia aldolase counter-screen; coupling enzyme system counterscreen, AmpLite Red fluorescence; activity change, negative = inhibition, % at 58.2 µM, hits read low; 0.67% of 290,000 active; AID 2472; in the data active = activity change below about -30%; note: % is set by controls: 0 for no effect and ±100 for the full control effect
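Fluorescence at 525 nm excitation and 598 nm emission measured inhibition of the coupled detection system without aldolase. Compounds (at 57.5 uM final) were preincubated 10 min at room temperature with coupling enzyme reagent before a 20 min substrate/AmpLite Red step.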
PKM2 act – increases activity of human pyruvate kinase M2 | purified PKM2, Kinase-Glo ATP luminescence, activation; response scale: 0% is enzyme alone, no compound | Potency, µM (top dose mostly 57.5 µM), without a hit: at the highest dose activation, actives largely listed as activators | 0.34% of 260,000 active | AID 1631; note: potency is the fitted concentration of half-maximal effect; % is set by controls: 0 for no effect and ±100 for the full control effect; nearly all actives have a fitted effect of over 55% in size
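Purified hPK-M2 (>95%) run at intermediate activity with 0.1 mM ADP and 0.5 mM PEP in 50 mM imidazole pH 7.2, KCl, MgCl2; 1 h room temperature. ATP formed read by Kinase-Glo luminescence; normalized to uninhibited and no-enzyme controls.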
BCR signal inh – blocks chronic active B-cell receptor signaling | ABC-DLBCL IkBa-CBG/CBR reporter, luminescence ratio, 4 h | Potency, µM (top dose mostly 46.1 µM), without a hit: top-dose ratio change, negative = lower green/red ratio, hits mostly inhibitors | 0.05% of 340,000 active | AID 493014; active = well fitted inhibition curve with a large enough effect in the signal ratio, with a control signal flat, not every such curve was filed as active; inconclusive = small, poorly fitted or top-dose-only effect, or effect the other way, or a change in a side signal; the % refers to the signal ratio;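 note: potency is the fitted concentration of half-maximal effect; plate controls were basal doxycycline-induced cells for no effect and cells given 10 µM MG132 for full effect; MG132 reads +100%, hits lower the ratio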
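Doxycycline induced both beetle luciferases in TMD8 lymphoma cells; IKK-driven degradation limits the IkappaBalpha-fused green signal, while red luminescence normalises for cell number and nonspecific effects. Compounds tested up to 46 uM, 4 hrs.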
Tb PFK block – T. brucei PFK enzyme inhibition | O15648 | T. brucei PFK, ADP-Glo luminescence | Potency, µM (doses to about 57.5 µM), for inactives: top-dose activity, negative = inhibition, hits mostly inhibitors | 0.17% of 330,000 active | AID 485367;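 note: potency is the fitted concentration of half-maximal effect; 0% = uninhibited 1x PFK enzyme wells and -100% = no-enzyme wells; nearly all actives have a fitted effect of over 60% in size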
Target sequence (O15648 whole entry, looked up): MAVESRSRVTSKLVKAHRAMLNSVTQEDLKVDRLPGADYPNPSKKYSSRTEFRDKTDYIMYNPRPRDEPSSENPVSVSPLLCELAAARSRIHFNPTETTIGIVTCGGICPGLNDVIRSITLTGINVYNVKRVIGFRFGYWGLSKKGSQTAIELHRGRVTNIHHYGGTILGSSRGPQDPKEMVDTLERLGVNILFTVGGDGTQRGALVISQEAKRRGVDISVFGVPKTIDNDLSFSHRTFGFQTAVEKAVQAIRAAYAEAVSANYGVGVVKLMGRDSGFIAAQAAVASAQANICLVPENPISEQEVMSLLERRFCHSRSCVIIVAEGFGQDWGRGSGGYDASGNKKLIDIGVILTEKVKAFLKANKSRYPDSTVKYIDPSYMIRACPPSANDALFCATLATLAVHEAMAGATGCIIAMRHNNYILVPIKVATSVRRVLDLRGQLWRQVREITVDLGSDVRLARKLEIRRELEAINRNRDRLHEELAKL
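Compounds were pin-transferred as a titration series up to 57 uM into substrate buffer (0.5 mM F6P, 0.1 mM ATP, pH 8.0), then 1.25 nM PFK was added and reactions ran 45 min before ADP-Glo detection.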
GALK inhibitor – inhibitors of human galactokinase | Purified GALK, Kinase-Glo residual ATP luminescence | Potency, µM (doses to about 57.5 µM), for inactives: at the highest dose activity change, negative = inhibition, most hits filed as inhibitors | 0.007% of 270,000 active | AID 1868; note: potency is the fitted concentration of half-maximal effect; % is set by controls: 0 for no effect and ±100 for the full control effect
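5 nM enzyme, 35 uM ATP, 100 uM galactose, 20 mM HEPES pH8.0, 5 mM MgCl2; 1 h RT; residual ATP by Kinase-Glo Plus luminescence, qHTS format.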
TSG101-PTAP inh – blocks PTAP/TSG101 interaction to inhibit HIV-1 budding; Q99816; Fluorescence polarization, FITC-PTAP peptide / Tsg101 binding; Potency, µM (titrated, usually from 115 µM), for the others: at the highest dose activity change, negative = inhibition, most hits filed as inhibitors; 340,000 tested, under 10 active; AID 493005; active = well fitted inhibition curve with a large enough effect in the main read-out, with a control signal flat, not every such curve was filed as active; inconclusive = small, poorly fitted or top-dose-only effect, or effect the other way, or a change in a side signal; inactive = no such curve, though single readings can be large or run the other way; note: potency is the fitted concentration of half-maximal effect; % of control where 0% means no effect
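Fluorescence polarization binding of Tsg101 binding domain (10 uM final) to FITC-labeled PTAP peptide (50 nM final) in HEPES pH 7.5 buffer with NaCl, Tween 20, EDTA, TCEP. Compounds added before peptide; binding 20 min at RT.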
Menin-MLL TR inh – displaces Texas Red mutant MLL peptide from human menin. Menin + Texas Red MLL mutant peptide, fluorescence polarization. Potency, µM (top dose mostly 61.6 µM), inactives show at the top dose FP activity change, negative = inhibition, hits mostly inhibitors. 0.23% of 270,000 active; active = well fitted inhibition curve with a large enough effect in the polarisation, with a control signal flat, not every such curve was filed as active; inconclusive = small, poorly fitted or top-dose-only effect, or effect the other way, or a change in a side signal; inactive = no such curve, though single readings can be large or run the other way; the % refers to the polarisation; note: potency is the fitted concentration of half-maximal effect; % of control where 0% means no effect; many of its hits are not listed in these tables
Target sequence (O00255 whole entry, looked up): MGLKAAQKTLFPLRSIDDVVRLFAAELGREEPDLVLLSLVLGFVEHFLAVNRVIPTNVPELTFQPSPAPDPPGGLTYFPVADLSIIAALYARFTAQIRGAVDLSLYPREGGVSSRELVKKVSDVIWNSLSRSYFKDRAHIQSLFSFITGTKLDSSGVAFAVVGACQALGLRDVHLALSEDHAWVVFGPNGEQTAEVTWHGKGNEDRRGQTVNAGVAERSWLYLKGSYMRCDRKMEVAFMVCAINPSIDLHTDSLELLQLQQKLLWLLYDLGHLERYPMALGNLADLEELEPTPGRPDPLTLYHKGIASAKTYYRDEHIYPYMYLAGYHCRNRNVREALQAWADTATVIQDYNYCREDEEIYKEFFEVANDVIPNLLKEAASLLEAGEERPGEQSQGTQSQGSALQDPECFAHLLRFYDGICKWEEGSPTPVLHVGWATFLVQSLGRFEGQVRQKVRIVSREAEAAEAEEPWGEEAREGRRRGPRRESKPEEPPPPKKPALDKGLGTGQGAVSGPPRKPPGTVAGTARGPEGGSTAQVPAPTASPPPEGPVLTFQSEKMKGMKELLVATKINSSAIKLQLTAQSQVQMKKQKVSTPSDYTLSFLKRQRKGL
Giardia kill – Giardia lamblia killing; AID 540267; 0.15% of 340,000 active; activity change, % at 7.66 µM, hits read low; Giardia lamblia trophozoite viability; in the data active = activity change below about -80%; inconclusive = between about -30% and that limit;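 note: parasites exposed to compound for two days anaerobically before the ATP read; % is set by controls: 0 for no effect and ±100 for the full control effect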
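Trophozoites 100 cells/well + cpd; 48 hrs, 37 deg C, anaerobic. ATPLite 1-Step added, 15-30 min RT, luminescence read (ATP-based viability).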
Numbers without * were called inactive; ? = inconclusive; nt = no result given; [ ] = remark or other dose. Unless noted, calls come from the whole dose curve; as a rule, active = well fitted curve in the direction sought with a large enough effect; inconclusive = small, poorly fitted or top-dose-only effect, or another doubt; inactive = no such curve, though single readings can be large; an effect the other way counts as inactive or inconclusive. This is a subset; count on the stated rates, not on these rows.

SMILES	S-ASM inh	a7 integrin act	B2AR arrestin	Coupling enz	PKM2 act	BCR signal inh	Tb PFK block	GALK inhibitor	TSG101-PTAP inh	Menin-MLL TR inh	Giardia kill
O=C(/C=C/c1cccc([N+](=O)[O-])c1)N1CCN(c2ccccc2F)CC1	-2%	3%	0.3%	0	5%	0%	0%	1%	0%	-5%	-17
Cc1ccc([C@@H]2[C@@H]3C(=O)N(C)C(=O)[C@@H]3[C@]3(C)C(=O)N(Cc4ccccc4)CC(=O)N23)o1	-5%	-1%	-1.1%	0	11%	-17%	-3%	nt	-5%	-17%	-19
CCc1ccc(-c2nn(-c3ccccc3)cc2C2SCC(=O)N2Cc2ccco2)cc1 (stereo not drawn)	3%	9%	5.7%	-5	-5%	?	1%	-2%	-5%	-12%	6
Cc1cccc(NC(=O)Nc2ccc3c(c2)CCC3)c1	2%	16%	-1.0%	-2	-1%	3%	-3%	6%	1%	-7%	0
C/C(=N/NS(=O)(=O)c1ccc(C)cc1)c1ccc(NC(=O)C(F)(F)F)cc1	nt	1%	-0.8%	-5	1%	4%	0%	-3%	-3%	4%	-13
N#Cc1ccc(CN2CCN(c3ccc(S(=O)(=O)N4CCCC4)cn3)CC2)cc1	3%	-14%	-0.9%	nt	nt	6%	-11%	nt	-6%	nt	25
CN(C)S(=O)(=O)c1cccc(NC(=O)COC(=O)c2cn(-c3ccccc3)nc2-c2ccccc2)c1	-26%	4%	-0.5%	2	-4%	?	0%	2%	-5%	-11%	-7
O=C(O)Cn1c(C(F)(F)F)nc2ccccc21	2%	16%	nt	4	7%	nt	nt	1%	-1%	1%	10
CC(O)C1C(=O)OC2(C)CC(C)(C)NC(=S)N12 (stereo not drawn)	3%	6%	0.0%	0	-4%	0%	-8%	-3%	-2%	0%	-7
O=S1(=O)NC(C2CC2c2ccccc2)CCO1 (stereo not drawn)	3%	-4%	-0.6%	4	-1%	-9%	-4%	nt	-1%	?	-21
Cc1cc(-c2nnc(SCC(=O)Nc3ccccc3C)n2N)n[nH]1	0%	0%	-0.4%	nt	nt	0%	2%	-4%	2%	nt	-4
CCOc1ccc2ccccc2c1C(=O)Nc1cc(=O)n(C)c(=O)n1C	-1%	-9%	0.5%	3	-9%	-3%	3%	-2%	-3%	2%	-8
Cc1cc(-c2ccc(C)c(S(=O)(=O)NCc3ccc(Br)cc3)c2)on1	-26%	?	0.3%	5	nt	1%	3%	6%	0%	?	-22
O=S1(=O)CC/C(=N\Nc2ccccc2)c2ccsc21	-4%	8%	0.0%	-1	4%	-16%	3%	7%	-6%	25%	15
CC(C)c1ccc(NC(=O)CCNS(=O)(=O)c2cccc3nsnc23)cc1	-5%	-16%	-0.2%	0	-3%	-1%	-5%	0%	-8%	-1%	-1
O=C(NNC(=O)C1CC=CCC1)c1ccccc1Br (stereo not drawn)	14%	2%	0.0%	1	0%	3%	-7%	0%	-1%	14%	10
O=C(NCCCN1CCCC1=O)c1cccc(S(=O)(=O)N2CCN(c3ccc(F)cc3)CC2)c1	-1%	7%	0.0%	nt	-11%	2%	1%	4%	-3%	nt	2
O=C(CN(C(=O)CCC(=O)Nc1ccccn1)c1cccc(F)c1)NCc1ccc(F)cc1	-1%	0%	-0.3%	3	nt	-3%	-1%	1%	-2%	nt	4
Cc1nc([N+](=O)[O-])cn1CC(=O)c1ccc(Cl)cc1	0%	16%	-0.1%	1	nt	3%	-5%	10%	-3%	10%	-15
CC(C)c1ccc(NC(=O)C2CCCN(S(=O)(=O)c3cnc[nH]3)C2)cc1 (stereo not drawn)	-4%	15%	0.3%	-2	-13%	?	1%	0%	-2%	-6%	?
O=C(c1ccco1)N1CCN(c2ncnc3c2nnn3Cc2ccccc2Cl)CC1	-1%	-24%	3.0%	-3	7%	?	-2%	-5%	-2%	-14%	-7
CC(C)(C)C1(C)OC(C(=O)NC2CCCCC2)C(C(=O)NC2CCCCC2)O1 (stereo not drawn)	-1%	-14%[7.66 µM]	0.8%	1	-2%	9%	4%	0%	-4%	?	-4
O=c1[nH]c(/C(Cl)=C/c2cccc(F)c2)nc2cc(C(F)(F)F)ccc12	-3%	-21%	-1.1%	0	6%	-2%	-2%	2%	-3%	7%	0
CC1(C)CC2CC(C)(CN2S(=O)(=O)c2ccc(C(=O)Nc3cc(S(=O)(=O)N4CCOCC4)ccc3Cl)cc2)C1 (stereo not drawn)	-2%	12%	-0.4%	-2	0%	5%	-4%	2%	-3%	4%	-13
CCC1(CC)Cc2ccccc2-c2nc(-c3ccccc3)oc(=O)c21	-1%	-5%	-0.9%	1	1%	?	-2%	0%	-7%	-1%	-10
Cn1c(N/N=C/c2ccccc2)nc2sc3c(c2c1=O)CCC3	-7%	-5%	0.0%	-4	11%	0%	0%	0%	-2%	?	8
Cc1cc(Cl)ccc1OCC(=O)N[C@@H](Cc1ccccc1)c1nc2ccccc2[nH]1	-4%	?	-0.6%	-2	0%	?	0%	-1%	-3%	29%	36[activator]
COCCNC(=O)c1ccc(C)cc1C	-2%	11%	-0.1%	3	2%	5%	6%	-1%	1%	-6%	18
C=CCC1(CC=C)CCCN1C(=O)c1cc(COc2ccccc2SC)on1	-1%	-30%	-0.6%	nt	-11%	5%	-3%	-3%	-2%	nt	24
Cc1ccc(CNC(=O)C2CCN(C(=O)Nc3ccc(C)cc3)CC2)cc1	-3%	-5%	0.0%	6	3%	10%	1%	0%	-3%	-14%	-4
CCOc1ccccc1OCCCC(=O)Nc1nc2ccccc2[nH]1	3%	8%	-1.6%	1	nt	-5%	2%	11%	-1%	6%	0
CN1CCCN(C(=O)CNC(=O)Cc2ccccc2)CC1	6%	3%	-0.3%	7	-13%	0%	-5%	9%	-8%	5%	28
C=CCOC(=O)CSCC(NC(=O)OC(C)(C)C)C(=O)OCC (stereo not drawn)	4%	13%	-0.4%	1	-2%	2%	-3%	4%	0%	-26%	-8
Cc1cc(C)cc(NC(=O)NCc2ccccn2)c1	-7%	38%	-1.0%	-1	0%	-4%	0%	6%	-7%	-5%	-9
COc1cc(NS(=O)(=O)c2cn(C)cn2)cc(OC)c1OC	3%	26%	-1.0%	nt	nt	5%	3%	-7%	0%	nt	-4
CC(C)c1ccc(N(C(=O)c2snc(C(N)=O)c2N)C(C(=O)NC2CCCC2)c2ccncc2)cc1 (stereo not drawn)	337%[activator]	19%	-0.6%	2	nt	?	4%	1%	-2%	nt	-16
CCOc1ccc(N2C(=O)c3ccc(C(=O)OCC(=O)N(CC)C4CCS(=O)(=O)C4)cc3C2=O)cc1 (stereo not drawn)	2%	24%	0.2%	-5	-1%	?	-2%	10%	-1%	9%	1
O=C(Nc1ccccc1)c1ccccc1O	-2%	?	0.0%	5	-10%	?	1%	9%	-1%	?	0
COc1ccccc1-c1nnc(SC(C)C(=O)N2CCOCC2)o1 (stereo not drawn)	1%	-15%	0.0%	nt	nt	-18%	12%	nt	0%	nt	-16
Cc1ccc(C(CC(=O)O)Nc2nc(N3CCOCC3)nc(N3CCOCC3)n2)cc1 (stereo not drawn)	0%	10%	-0.2%	3	8%	-1%	-5%	nt	-1%	3%	11
CCCNC(=O)c1cc(Cl)c(NC(=O)C2=C(C)OCCS2)cc1OC	1%	11%	-0.3%	1	nt	2%	7%	nt	-14%	-1%	?
Cc1ccc(S(=O)(=O)NCC(=O)OCC(=O)Nc2ccc3c(c2)OCCO3)cc1	-1%	-11%	-1.5%	nt	nt	-3%	-9%	nt	-3%	nt	-17
COC(=O)CCCCCC(CCC(=O)OC)NC(C)=O (stereo not drawn)	0%	0%	-0.5%	0	0%	0%	-3%	8%	-6%	8%	-11
COc1ccc(S(=O)(=O)Nc2cccc3c2O[C@@H](CN(C)CC2CC2)[C@@H](C)CN([C@@H](C)CO)C3=O)cc1	1%	-16%	0.0%	nt	nt	4%	1%	nt	-1%	nt	13
COc1ccc(S(=O)(=O)N2CCc3ccccc32)cc1C(=O)OCC(=O)c1c(N)n(C)c(=O)n(C)c1=O	-5%	-22%	-0.1%	-2	10%	-1%	0%	1%	-2%	29%	-2
CCOC(=O)CC1COCCN1Cc1cn[nH]c1-c1cc(OC)c(OC)c(OC)c1 (stereo not drawn)	5%	-2%	0.1%	1	-1%	?	0%	4%	-1%	nt	-3
